APJ agonist – agonists of human apelin receptor APJ, primary screen, CHO-K1 cells, PathHunter beta-arrestin, luminescence; AID 2520, 2010; activation, % at 20 µM; P35414; 0.11% of 330,000 active; 0% DMSO wells, 100% apelin;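 active = activation more than six SD over the plate average, tested at 20 µM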;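 also: 0% = DMSO alone and 100% = apelin-13 at 10 nM; some results filed as inactive read as strong as hits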
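Test system: CHO-K1 APJ beta-arrestin complementation cell line. Amount: cell density 1000 per well. Controls: DMSO negative, 10 nM Apelin-13 positive. Signal: luminescent beta-gal fragment complementation, chemiluminescent substrate. Read-out basis: agonist-driven arrestin binding to APJ. Timing: compound stimulation 90 min at 25 °C, detection 60 min.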
CHOP UPR activ – activators of apoptotic CHOP UPR arm, primary screen, cell-based, CHO-CHOP luciferase reporter, luminescence, uHTS. activation, % at 10 µM. AID 449763, 2010. 0.34% of 330,000 active. UPR activation; percent of tunicamycin response over DMSO baseline;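 active = at 10 µM dose, activation of 40% or more, normalized to positive control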;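 also: 100% = tunicamycin at 10 µg/mL and 0% = DMSO alone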
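Dosing – one dose, 10 µM in 0.5% DMSO · System – CHO-CHOP cells, stable luciferase reporter of PERK-eIF2a-CHOP signalling · Input – 500 cells/well · Control set – tunicamycin 10 µg/mL final as positive, DMSO-only wells as negative · Timing – 6 h compound treatment, 37 °C · Measure – % activation vs tunicamycin · Technique – luminescence read with Steady-Glo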
Mdm2 MdmX PPI – inhibitors of human Mdm2-MdmX association, primary screen, cell-based, luminescence, split luciferase, SaOS-2, uHTS; SaOS-2 split-luciferase Mdm2/MdmX complementation; inhibition, % at 8 µM; 3% of 330,000 active; AID 485346, 2010;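 active = inhibition of at least 50% at 8 µM in the primary screen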
Target sequence (O15151 whole entry, looked up): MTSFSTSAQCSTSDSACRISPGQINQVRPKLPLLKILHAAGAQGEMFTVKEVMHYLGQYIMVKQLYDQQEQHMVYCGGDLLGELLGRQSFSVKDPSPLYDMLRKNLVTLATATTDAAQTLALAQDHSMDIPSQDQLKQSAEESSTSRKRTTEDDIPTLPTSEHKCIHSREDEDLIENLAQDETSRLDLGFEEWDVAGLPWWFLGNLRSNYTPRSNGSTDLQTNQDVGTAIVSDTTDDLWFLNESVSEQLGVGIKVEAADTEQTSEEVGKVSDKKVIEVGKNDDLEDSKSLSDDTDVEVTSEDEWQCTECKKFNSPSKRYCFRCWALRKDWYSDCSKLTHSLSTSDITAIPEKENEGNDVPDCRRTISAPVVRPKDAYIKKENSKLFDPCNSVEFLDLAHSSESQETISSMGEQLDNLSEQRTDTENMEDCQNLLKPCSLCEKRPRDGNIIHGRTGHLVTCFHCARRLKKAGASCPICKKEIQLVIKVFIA
Target sequence (Q00987 whole entry, looked up): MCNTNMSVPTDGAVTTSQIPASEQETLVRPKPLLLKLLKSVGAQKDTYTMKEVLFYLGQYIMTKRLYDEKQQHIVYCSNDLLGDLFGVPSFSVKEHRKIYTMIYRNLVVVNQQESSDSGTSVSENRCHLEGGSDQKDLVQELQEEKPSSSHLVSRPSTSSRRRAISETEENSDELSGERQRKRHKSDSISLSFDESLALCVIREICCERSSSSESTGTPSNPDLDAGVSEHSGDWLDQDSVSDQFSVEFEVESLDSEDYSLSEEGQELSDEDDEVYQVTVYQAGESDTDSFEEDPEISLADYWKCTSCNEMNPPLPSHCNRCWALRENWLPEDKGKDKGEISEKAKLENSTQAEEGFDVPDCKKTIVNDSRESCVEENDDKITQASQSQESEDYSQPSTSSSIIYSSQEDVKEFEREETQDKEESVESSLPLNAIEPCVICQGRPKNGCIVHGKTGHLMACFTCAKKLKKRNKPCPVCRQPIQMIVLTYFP
APJ antag – antagonists of human apelin receptor APJ, primary screen, CHO-K1 cells, beta-arrestin complementation, luminescence; inhibition, % at 20 µM; AID 2521, 2010; 0.32% of 330,000 active;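 active = inhibition above about 40% at 20 µM, limit read from the data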;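 also: cells challenged with 10 nM apelin-13 agonist together with compound; plate controls were apelin-13 plus DMSO wells for no effect and DMSO wells lacking apelin-13 for full effect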
697 NFkB inh – inhibitors of PMA/ionomycin-induced NF-kB reporter, 697 cells, primary screen, B-cell NF-kB inhibitor project, cell-based, luminescence, uHTS; 697 B-cell NF-kB luciferase reporter, 16 h; inhibition, % at 4 µM; 0.33% of 330,000 active; AID 435022, 2010; in the data active = inhibition above about 35%
tim23-1 inh – growth inhibitors of tim23-1 mutant yeast, primary screen, luminescence, uHTS | AID 463212, 2010 | S. cerevisiae tim23-1 growth, BacTiter-Glo luminescence, 24 h | inhibition, % at 20 µM | 1.3% of 330,000 active;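 active = growth inhibition of the mutant yeast at or above 50%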;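 also: temperature-sensitive mutant grown at 25 °C; plate controls were DMSO-treated mutant yeast for no effect and medium wells lacking yeast for full effect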
Jurkat NFkB inh – inhibitors of induced NF-kB luciferase reporter, primary screen, TCR NF-kB activation inhibitor project, cell-based, luminescence, uHTS | 0.53% of 330,000 active | Jurkat, PMA/ionomycin-induced NF-kB luciferase reporter | inhibition, % at 4 µM; in the data active = inhibition above about 50%
XBP1 UPR activ – activators of adaptive XBP1 UPR arm, primary screen, cell-based, CHO-XBP1 luciferase reporter, luminescence, uHTS; AID 463104, 2010; IRE1-XBP1 UPR activation; percent of tunicamycin response, DMSO as zero; 0.33% of 330,000 active; activation, % at 20 µM;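 active = versus positive control, 20 µM dose yields 30% or more activation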;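 also: 100% = tunicamycin at 10 µg/mL and 0% = DMSO only wells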
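Material: CHO-XBP1 cells stably carrying IRE1-XBP1-driven luciferase reporter / Amount: 1000 cells per well / Compound: 20 µM, 1% DMSO / Times: 6 h treatment, 37 °C / Detection: luciferase luminescence / Measure: % activation of reporter signal versus tunicamycin and DMSO controls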
Numbers without * were called inactive; nt = not tested or not shown; & = joins results of further samples.

SMILES | APJ agonist | CHOP UPR activ | Mdm2 MdmX PPI | APJ antag | 697 NFkB inh | tim23-1 inh | Jurkat NFkB inh | XBP1 UPR activ
CCOC(=O)c1ccc(NC(=S)N2CCCC2c2ccc(OC)c(OC)c2)cc1 (configuration not stated) | -3 | -1.3 | 18 | 3 | 16 | 5 | 13 | -1
CC(=O)c1ccccc1C(=O)N1CCCC(C(=O)c2ccc(C(F)(F)F)cc2)C1 (configuration not stated) | 1 | 6.8 | -2 | 13 | -30 | -6 | -32 | -3
Cc1ccc(CNC(=O)CN(CCc2ccccc2)S(C)(=O)=O)cc1 | -4 | 1.1 | 13 | -14 | 0 | 17 | 2 | 1
CCC(C(=O)NCc1ccco1)n1nc(-c2ccc(OC)cc2)ccc1=O (configuration not stated) | -1 | -1.0 | -3 | -10 | 13 | -1 | 11 | 5
O=C(CC12CC3CC(CC(C3)C1)C2)Nc1nncs1 | -6 | 0.2 | 47 | -7 | 5 | 35 | -9 | -2
COc1ccc(CNc2ncc(-c3ccccc3)n2C)c(OC)c1OC | -5 | 2.7 | -5 | 19 | -3 | 5 | 0 | -2
O=C(c1cccs1)N(c1cccc(Cl)c1)C1C=CS(=O)(=O)C1 (configuration not stated) | -3 | -2.0 | 7 | 5 | 4 | 0 | -1 | -1
Cc1n[nH]c(C)c1CCCOc1ccccc1 | -3 | -1.1 | 26 | -18 | -58 | -13 | -63 | 1
O=C(NCCc1ccccn1)C1CCN(S(=O)(=O)c2ccc(Cl)cc2)CC1 | -2 | 0.2 | 9 | 16 | -2 | 14 | -10 | -1
CCC(C)C(NC(=O)C(CC(C)C)NC(=O)C(CO)NC(=O)C1CCC(=O)N1)C(=O)OC (configuration not stated) | -3 | 0.1 | 5 | -8 | -19 | 0 | 1 | -1
COC(=O)c1ccc(C(=O)Nc2ccc(F)cc2)cc1 | 8 | 3.9 | -17 | 17 | 21 | -9 | -72 | -4
Cc1ccc(SCCCn2cnc3ccccc3c2=O)cc1 | 1 | 0.0 | -10 | 8 | 6 | -25 | -10 | 0
O=C(CN1CCN(C(=O)c2cccc(-n3cnnn3)c2)CC1)Nc1ccccc1Cl | -4 | -2.1 | -32 | -9 | -41 | -2 | -11 | -2
CC(C)C(=O)N1N=C2CCCCC2C1(O)C(F)(F)F (configuration not stated) | -2 | 2.9 | -18 | 1 | 8 | 5 | 2 | -2
CC(C)CNC(=O)Cn1c(=O)c2c(ncn2CC(C)C)n(Cc2ccccc2)c1=O | -1 | -0.1 | 2 | -14 | 0 | 21 | -8 | -3
NC(CO)C12CC3CC(CC(C3)C1)C2 (configuration not stated) | -5 | 0.1 | -3 | 0 | 1 | 10 | 3 | 0
Cc1csc(NC(=O)CSc2nnc(Cc3cccn3C)n2CCc2ccccc2)n1 | -3 | 2.2 | 18 | 10 | 6 | 8 | -5 | -2
S=C(c1ccccc1)N1CCCc2ccccc21 | -3 | 1.7 | 9 | 9 | 1 | 8 | 1 | -1
CC1CCN(C(=O)COC(=O)C23CC4CC(CC(O)(C4)C2)C3)CC1 | -5 | 4.0 | 5 | 4 | 7 | 8 | -29 | 0
Cc1c(CCOC(=O)c2ccccc2)sc[n+]1CC(=O)c1ccc(Br)cc1 | -6 | 1.1 | 12 | 21 | -12 | 18 | 4 | -5
Cc1ccc(C2=NN(CC(=O)NCCC(C)C)C(=O)CC2)cc1 | -1 | -2.0 | -24 | 13 | 9 | 2 | 12 | -4
COc1cc(NC(=O)Cn2cnc3c(NCc4ccccc4)ncnc32)cc(OC)c1OC | nt | 2.1 | 10 | nt | 4 | 35 | nt | 2
O=C(Nc1ccc(S(=O)(=O)NC2=NCCCCC2)cc1)c1ccc(C(F)(F)F)cc1 | -3 | 1.5 | 5 | 6 | -45 | 26 | 6 | -2
S=c1[nH]nc(-c2cccnc2)n1/N=C/c1cccs1 | -1 | -1.2 | -2 | 9 | -6 | 8 | 4 | 0
CCCNC(=O)C1CC(=O)N(c2ccc(OCc3ccc(F)cc3)cc2)C1 (configuration not stated) | 0 | 2.9 | -84 | 0 | -33 | 25 | -152 | -3
CCOC(=O)C1=C(C)Nc2ccccc2N=C1NC(=O)Cc1ccc(Br)cc1 | -3 | -1.1 | 19 | -3 | 13 | 4 | 6 | -1
O=C(Nc1nc(=S)ss1)c1c(F)cccc1F | -1 | 0.7 | 19 | -14 | 6 | 4 | 1 | 2
CCOC(=O)C1=C(O)C(Nc2nc3ccccc3s2)(C(F)(F)F)N=C1C (configuration not stated) | -2 | -0.7 | 5 | 8 | 12 | 4 | -4 | 3
COc1ccc(C2CC(C(F)(F)F)n3nc(C(=O)O)c(Cl)c3N2)cc1OC (configuration not stated) | 0 | -1.0 | 8 | 2 | -2 | 5 | -7 | -4
CC1CCN(CCCNC(=O)CCc2nnc3n(CCc4ccccc4)c(=O)c4ccccc4n23)CC1 | -3 | 5.2 | 28 | 21 | -9 | -14 | -15 | -6

Entries of single compounds as entered above. Values in the order: APJ agonist, CHOP UPR activ, Mdm2 MdmX PPI, APJ antag, 697 NFkB inh, tim23-1 inh, Jurkat NFkB inh, XBP1 UPR activ
Cc1csc(NC(=O)CSc2nnc(Cc3cccn3C)n2CCc2ccccc2)n1 as listed: -3, 2.2, 18, 10, 6, 8, -5, -2
COc1ccc(C2CC(C(F)(F)F)n3nc(C(=O)O)c(Cl)c3N2)cc1OC (configuration not stated) as listed: 0, -1.0, 8, 2, -2, 5, -7, -4

Remaining list, next part.
SMILES | APJ agonist | CHOP UPR activ | Mdm2 MdmX PPI | APJ antag | 697 NFkB inh | tim23-1 inh | Jurkat NFkB inh | XBP1 UPR activ
OCCCNc1ncnc2sc3c(c12)CCN(Cc1ccccc1)C3 | -2 | -1.0 | 2 | 11 | 1 | -4 | 4 | 3
N=C1c2ccccc2CN1NC(=O)CC12CC3CC(CC(C3)C1)C2 | -3 | 0.4 | -6 | 15 | -15 | 12 | -5 | 3
O=C(CNC(=O)c1cccs1)OCc1c(F)cccc1Cl | -2 | 4.8 | -8 | -16 | 3 | 16 | -2 | -2
CCc1ccc(NC(=S)N(Cc2ccc(Cl)cc2)Cc2ccc(C(=O)O)cc2)cc1 | 1 | 0.2 | -30 | 1 | 2 | 37 | -2 | -6
O=C(c1ccccc1)c1ccccc1C(=O)N1CCOCC1 | 4 | -0.8 | -17 | -5 | 1 | 7 | 1 | -1
Brc1ccc(-c2csc(N/N=C/c3cccnc3)n2)cc1 | 4 | 2.0 | -13 | -34 | -8 | -2 | -20 | 1
Oc1ccc(O)c(Cc2nc3ccccc3[nH]2)c1 | -2 | 4.5 | 16 | -14 | -8 | 9 | 22 | -5
CNC[C@@H](C)NC[C@@H](Cc1ccccc1)NCCc1ccccc1 | -3 | 2.1 | 69* | -4 | 6 | -58 | 1 | -1
CC(NC(=O)c1cccc(Br)c1)c1ccccc1 (configuration not stated) | -3 | 0.6 | 5 | -42 | 7 | 24 | 0 | -3
O=C(NCN1CCOCC1)c1cnccn1 | -5 | -0.2 | 19 | 15 | 6 | 5 | 12 | -10
O=C(NCCCN1CCOCC1)c1cc(Cl)ccc1Cl | 2 | 0.1 | -3 | 14 | 4 | 3 | -7 | -3
COc1cc(C(=O)N2CCN(S(=O)(=O)c3cccc(F)c3)CC2)ccc1OCC(=O)N1CCOCC1 | 2 | -0.3 | -7 | 8 | -1 | 5 | 10 | 4
C=CCNC(=O)c1ccncc1 | -4 | -1.3 | 10 | -2 | -4 | -8 | 1 | 1
CCCCN(C)C(=O)C1CCCN(S(=O)(=O)c2ccc3c(c2)oc(=O)n3C)C1 (configuration not stated) | 0 | 0.0 | 16 | 17 | 14 | 27 | 15 | -2
CC(C)CNS(=O)(=O)c1ccc(CCC(=O)N2CCC(C(N)=O)CC2)cc1 | -1 | 0.3 | 4 | -24 | 7 | -4 | 2 | -3

Structures listed above marked active in Mdm2 MdmX PPI:
molecule	APJ agonist	Mdm2 MdmX PPI	APJ antag	697 NFkB inh	Jurkat NFkB inh	XBP1 UPR activ
CNC[C@@H](C)NC[C@@H](Cc1ccccc1)NCCc1ccccc1	-3	69*	-4	6	1	-1

A few values from the entries so far:
`Brc1ccc(-c2csc(N/N=C/c3cccnc3)n2)cc1` in XBP1 UPR activ: 1
`COc1cc(C(=O)N2CCN(S(=O)(=O)c3cccc(F)c3)CC2)ccc1OCC(=O)N1CCOCC1` in Mdm2 MdmX PPI: -7

More entries:
SMILES | APJ agonist | CHOP UPR activ | Mdm2 MdmX PPI | APJ antag | 697 NFkB inh | tim23-1 inh | Jurkat NFkB inh | XBP1 UPR activ
COc1cc(OC)cc(C(=O)OCC(=O)N2CCCC2)c1 | -5 | 0.6 | 27 | 1 | 4 | 7 | -12 | 0
CCOC(=O)c1ccc(NC(=O)c2cc(OC)c(OC)c(OC)c2Br)cc1 | -2 | -2.3 | 28 | -2 | -32 | 11 | -5 | 1
CC1CC(C)(C)NC(=S)O1 (configuration not stated) | -1&-4 | 0.7&-1.4 | 21&-5 | 13&9 | 6&7 | 13&4 | 6&6 | -1&1
CC(C)(C)OC(=O)C[C@H]1C/C=C\C[C@H](CC(=O)N[C@@H](CO)Cc2ccccc2)C(=O)N[C@H](C(C)(C)C)COC1=O | -5 | 0.9 | 21 | -3 | 1 | -9 | 6 | 1
FC(F)(F)c1cccc(OCCOCCn2cncn2)c1 | 4 | 0.4 | 20 | 1 | 10 | 10 | -3 | -2
O=C(COc1ccc(Br)cc1Br)NC(=O)NC1CCCC1 | -3 | 3.1 | -98 | 6 | -66 | 45 | -73 | 2
CCn1c(SCc2c(Cl)cccc2Cl)nnc1-c1nn(-c2ccccc2)ccc1=O | -5 | -2.5 | 5 | 16 | 20 | 20 | 17 | -6
O=C(c1ccc([N+](=O)[O-])cc1)N(Cc1ccc(Cl)cc1)N1C(=O)CCCC1=O | -3 | -1.0 | -1 | -13 | 11 | -3 | 1 | -1
N#Cc1ccc(-c2cn(-c3ccccc3)c3[n+]2CCCS3)cc1 | -3 | -2.3 | 8 | -8 | 6 | 7 | -13 | -1
O=C(/C=C/c1ccco1)Nc1ccccc1N1CCCC1 | 0 | -2.2 | -18 | 1 | 7 | 40 | 21 | 1
Cc1cc(OCC(=O)Nc2ccc(S(=O)(=O)N3CCN(C)CC3)cc2)cc(C)c1Cl | -3 | 7.6 | 28 | -4 | -3 | 21 | 5 | -3
CC(c1ccccc1)N1C(=O)c2ccc(C(=O)Nc3ccc(Br)cc3C(=O)O)cc2C1=O (configuration not stated) | 3 | -3.3 | 12 | -10 | -14 | 30 | -9 | -5
O=C(c1c(F)c(F)c(F)c(F)c1F)N1CCN(Cc2ccc3c(c2)OCO3)CC1 | -4 | -0.5 | 23 | 6 | 14 | -6 | 12 | -2
CCOc1ccc(C(=O)NC(=S)Nc2ccc(NC(=O)c3ccco3)c(C)c2)cc1[N+](=O)[O-] | -5 | -1.2 | 3 | 27 | 10 | 13 | 1 | 4
Cc1ccc(S(=O)(=O)c2c(C)nn(-c3ccccc3)c2OC(=O)c2ccco2)cc1 | -2 | -0.9 | -13 | -1 | 14 | 25 | -14 | -1
CC(=O)c1ccc(N2CCN(CC(=O)Nc3ccc4c(c3)OCCO4)CC2)cc1 | 0 | 0.5 | -11 | 6 | 26 | 11 | 6 | -3
Cc1c(Cl)cccc1NC(=O)Nc1ccc(C(N)=O)cc1 | -3 | -0.3 | 17 | -2 | 18 | 0 | 7 | -2
